# Source: PubChem BioAssay (The Scripps Research Institute Molecular Screening Center)
# LYPLA2 counter: LYPLA2 inhibitors, primary screen, counter-screen for PME1 inhibitor project, biochemical, fluorescence polarization, FP-Rh probe ABPP | inhibition, % at 5.9 µM | 0.38% of 320,000 active | recombinant LYPLA2 | Acyl-protein thioesterase 2 (Homo sapiens), O95372;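 active = inhibition above the screen-wide mean plus 3 SD, limit set per campaign, cut at about 26% in these data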;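 also: 0% = LYPLA2 with DMSO and 100% = wells lacking LYPLA2 enzyme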
# PAD4 FP inh: human PAD4 inhibitors, primary screen, biochemical, fluorescence polarization, 1536-well format; recombinant PAD4, RCA probe fluorescence polarization; inhibition, % at 6.36 µM; 0.41% of 330,000 active;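 active = percent inhibition above a cutoff equal to the mean of all tested compounds plus 3 SD, cut at about 15% in these data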;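 also: 0% = PAD4 with RCA probe and DMSO and 100% = probe without PAD4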
# Target sequence (Q9UM07 whole entry, looked up): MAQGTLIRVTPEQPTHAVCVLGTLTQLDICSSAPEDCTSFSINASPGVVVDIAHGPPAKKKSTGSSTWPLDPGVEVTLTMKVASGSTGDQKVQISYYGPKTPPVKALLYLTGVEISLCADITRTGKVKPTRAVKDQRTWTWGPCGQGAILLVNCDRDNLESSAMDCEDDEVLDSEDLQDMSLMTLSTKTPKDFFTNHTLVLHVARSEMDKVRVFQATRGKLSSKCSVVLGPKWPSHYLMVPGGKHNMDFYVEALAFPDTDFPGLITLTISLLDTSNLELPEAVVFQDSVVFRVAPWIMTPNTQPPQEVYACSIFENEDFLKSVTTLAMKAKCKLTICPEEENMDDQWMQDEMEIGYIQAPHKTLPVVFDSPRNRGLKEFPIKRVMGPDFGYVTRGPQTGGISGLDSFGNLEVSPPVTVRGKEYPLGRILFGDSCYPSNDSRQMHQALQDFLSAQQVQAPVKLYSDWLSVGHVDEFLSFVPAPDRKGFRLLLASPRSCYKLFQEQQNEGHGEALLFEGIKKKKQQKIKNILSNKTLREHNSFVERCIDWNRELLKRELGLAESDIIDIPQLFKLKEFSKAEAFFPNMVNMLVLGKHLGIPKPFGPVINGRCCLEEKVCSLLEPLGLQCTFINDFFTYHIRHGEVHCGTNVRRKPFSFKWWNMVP
# PAFAH1B3 inh: PAFAH1B3 enzyme inhibitors, primary screen, biochemical, fluorescence polarization, human. AID 492972, 2010. 0.28% of 340,000 active. Platelet-activating factor acetylhydrolase IB subunit alpha1 (Homo sapiens), Q15102. inhibition, % at 3.39 µM. recombinant PAFAH1B3, FP-rhodamine probe;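 active = inhibition above the screen-wide average of all tested compounds plus 3 SD, cut at about 25% in these data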;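 also: 0% = enzyme with DMSO only and 100% = wells lacking PAFAH1B3 protein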
# EBNA-1 inh: EBNA-1 DNA-binding inhibitors, primary screen, biochemical, fluorescence polarization | inhibition, % at 14.8 µM | 0.34% of 300,000 active | AID 1950, 2009; in the data active = inhibition above about 28%
# LYPLA1 counter: LYPLA1 inhibitors, primary screen, counter-screen for PME1 inhibitor project, biochemical, fluorescence polarization, FP-Rh probe ABPP | recombinant LYPLA1 | inhibition, % at 5.9 µM | 0.16% of 320,000 active | AID 2174, 2009;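 active = inhibition above the mean of all tested compounds plus 3 SD, set per campaign, cut at about 14% in these data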;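 also: inhibitors block serine hydrolase probe labeling of LYPLA1 so polarization falls; 0% = enzyme with DMSO and 100% = wells lacking LYPLA1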
# ZTA DNA inh: blocks Epstein-Barr virus ZTA, an EBNA-1 counter-screen. inhibition, % at 11 µM. 0.15% of 320,000 active. P03206. ZTA-DNA binding, fluorescence polarization. AID 2234; in the data active = inhibition above about 33%
# PREPL inhibitor: PREPL enzyme inhibitors, primary screen, biochemical, fluorescence polarization. Prolyl endopeptidase-like (Homo sapiens), Q4J6C6. AID 2751, 2010. inhibition, % at 5.96 µM. 0.68% of 320,000 active. recombinant PREPL, fluorescence polarization activity-based probe; in the data active = inhibition above about 43%;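 also: 0% = enzyme with DMSO and 100% = wells lacking enzyme; many of its hits are not listed in these tables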
# PAFAH2 inh: PAFAH2 enzyme inhibitors, primary screen, biochemical, fluorescence polarization, human; recombinant PAFAH2, FP-rhodamine activity probe; 0.99% of 340,000 active; inhibition, % at 3.39 µM;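 active = inhibition above the mean over all tested compounds plus 3 SD, cut at about 30% in these data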;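 also: inhibitors block probe labeling of enzyme so polarization drops; 0% = enzyme with DMSO and 100% = wells lacking PAFAH2 protein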
# GSTO1 counter: inhibitors of recombinant GSTO1, primary screen, counter-screen for RBBP9 inhibitor project, biochemical, fluorescence polarization; Glutathione S-transferase omega-1 (Homo sapiens), P78417; activity-based probe fluorescence polarization; inhibition, % at 5.96 µM; 1.1% of 300,000 active; AID 1974, 2009;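 active = inhibition above the campaign mean inhibition plus 3 SD, cut at about 35% in these data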;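 also: 0% = GSTO1-1 with DMSO and 100% = wells lacking GSTO1-1 enzyme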
# Target sequence (P78417 whole entry, looked up): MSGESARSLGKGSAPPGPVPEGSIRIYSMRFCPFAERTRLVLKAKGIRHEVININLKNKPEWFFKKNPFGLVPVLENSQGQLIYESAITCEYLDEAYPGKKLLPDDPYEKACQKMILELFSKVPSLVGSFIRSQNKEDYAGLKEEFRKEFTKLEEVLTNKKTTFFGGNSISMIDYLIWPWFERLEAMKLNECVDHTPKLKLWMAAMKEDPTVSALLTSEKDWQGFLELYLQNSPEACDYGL
# * marks the source's active call; other numbers are inactive results; x = not tested or not shown. This is a subset. The share of hits here may be higher or lower than overall.
# Every second line gives: LYPLA2 counter, PAD4 FP inh, PAFAH1B3 inh, EBNA-1 inh, LYPLA1 counter, ZTA DNA inh, PREPL inhibitor, PAFAH2 inh, GSTO1 counter
- CC1CCc2c(C(=O)Nc3ccc(OC(F)(F)F)cc3)csc2C1 (stereo not drawn)
→ -26, -6, -1, -6, -2, -2, 2, -10, -6
- CCCCOc1ccc(C(O)(CC)CCN2CCOCC2)cc1 (stereo not drawn)
→ 4, 1, 0, -6, -2, -2, -4, 1, 0
- CCOc1cc(Br)c(C(=O)O)cc1OCC
→ 8, -2, 4, 5, 3, 6, 5, 6, 8
- COc1ccc(C)cc1C1=Nc2ccccc2C1(C)C
→ 11, 2, 3, 0, 4, -19, 3, -1, -1
- COC(=O)COc1ccc2oc(=O)cc(C)c2c1
→ 1, -6, 5, -13, -4, -13, 10, 7, -2
- CC(C)CNC(=O)N[C@@H](CC(C)C)C(=O)O
→ 2, -4, 4, 5, -1, 9, -6, -2, 6
- COc1ccc([C@H]2Cc3cccc(O)c3C(=O)O2)cc1O
→ 8, -7, 0, x, -1, 26, 27, 4, x
- CCOC(=O)CSC1=N/C(=C/c2ccc(-n3cncn3)cc2)C(=O)N1C(C)=O
→ -1, 0, 4, 9, 0, 24, -2, 0, 17
- O=C(Nc1ccccc1)c1cccc(C(=O)Nc2ccccc2)n1
→ -2, -4, 16, 11, -5, 8, 3, -5, -7
- COc1cc(C(=O)Nc2nc3ccc(C)cc3s2)ccc1OCc1c(C)noc1C
→ -1, -4, 0, -8, 5, 5, -4, -4, 5
- CC1CCN(c2c(NCc3ccc(C(=O)N4CCc5ccccc54)cc3)c(=O)c2=O)CC1
→ 8, 0, 8, 8, 5, 24, 12, 5, 1
- O=C(CCCOc1ccccc1)n1nnc2ccccc21
→ -3, 2, 0, 4, -2, 1, 4, 2, 2
- CN(C)S(=O)(=O)c1cccc(C(=O)NCC(=O)NC2CCN(Cc3ccccc3)CC2)c1
→ -4, -4, -2, -2, 0, 4, 3, -1, 9
- Cn1ccsc1=NC(=O)c1ccc(S(=O)(=O)C(F)F)cc1
→ -2, 4, -6, -10, 0, 7, -1, -4, 6
- CCOC(=O)c1[nH]c2ccc(OC)cc2c1NC(=S)N1CCN(c2ccccn2)CC1
→ 5, -4, 1, -2, 0, -2, 22, 2, 8
- Cc1ccc(CSC2=Nc3ccccc3C3=NC(CC(=O)NCc4ccco4)C(=O)N23)cc1 (stereo not drawn)
→ -14, -12, 2, 2, -5, 2, 7, 8, -5
- CCOC(=O)C1CCN(C(c2cc3ccc(C)cc3[nH]c2=O)c2nnnn2C2CCCCC2)CC1 (stereo not drawn)
→ 0, 0, 3, 8, -6, -3, -5, 4, 7
- CCOc1ccc(OCc2ccc(C(=O)NCC3CCCO3)o2)cc1 (stereo not drawn)
→ 0, -3, 5, 2, -3, 25, 2, 11, 4
- COc1ccc(CN2C(=O)[C@@H]3C(c4ccccc4Cl)=NO[C@@H]3C2=O)cc1
→ -2, 4, 6, -3, -1, 5, -4, 6, -6
- CC(OC(=O)c1cccnc1)C(=O)Nc1ccc2c(c1)OCO2 (stereo not drawn)
→ 0, -4, 0, 5, 0, 10, -2, -1, 7
- COc1cc(NC(=O)CSc2nnnn2Cc2ccccc2)cc(OC)c1
→ 7, -4, 3, 0, 1, -17, -8, -4, -11
- CCOC(=O)c1c(NC(=O)c2ccc(S(=O)(=O)N3CCOCC3)cc2)sc2c1CC(C)(C)NC2(C)C
→ 9, -3, 8, 0, 6, -3, -4, 1, 2
- NCC(c1ccccc1)c1c[nH]c2ccccc12 (stereo not drawn)
→ 9, -1, 4, 4, 4, -12, 3, -2, -3
- COC(=O)C1=C(C)N(c2cccc(C(C)=O)c2)C(=O)C1
→ 0, 1, -2, -3, -2, 5, 2, 5, -3
- CCC1(C)CC2(CCCN(CCC(O)(c3ccccc3)c3ccccc3)C2)CCO1 (stereo not drawn)
→ 6, 4, 6, 2, 1, -5, 4, 3, 2
- Clc1ccccc1OCc1nnc(-c2ccccc2)o1
→ 1, 4, 0, -9, -4, 1, 6, -4, -6
- CCOC(=O)C(C(=O)Nc1cccc(C)c1)C1CCCCC1 (stereo not drawn)
→ 1, 5, 3, 0, 2, -12, 20, 4, 8
- COC(=O)[C@]1(C)N[C@H](CN(C)S(=O)(=O)c2ccc(OC(F)(F)F)cc2)[C@@H]2C(=O)N(C)C(=O)[C@@H]21
→ x, 1, 7, x, x, x, -4, -2, x
- COc1ccc2c(c1)c1ncn(CC3CCCO3)c(=O)c1n2C (stereo not drawn)
→ -2, 1, 14, -10, 2, -2, 1, 5, 0
- CS(=O)(=O)c1cccc(NC(=O)c2ccc(Cl)c(Cl)c2)c1
→ -7, -3, 0, 5, -9, -2, -7, 7, -10
- COCCNC(=O)/C(C#N)=C/c1cccc(OCc2ccccc2)c1
→ -3, 0, 6, -22, 3, 1, 0, 30*, -6
- COc1ccc(C(=O)Nc2c(C)cc(C)cc2C)cc1OC
→ 0, 0, 8, -6, 2, -8, 12, -3, -2
- COc1ccc(CC(=O)NNC(=O)c2c(-c3ccccc3Cl)noc2C)cc1OC
→ 4, -1, 1, 0, -1, -5, -3, -7, 10
- CC(C)Cn1c(=O)oc2ccccc21
→ 1, -4, 9, 8, 0, 7, 0, -2, 10
- CN(c1ncc(C(F)(F)F)cc1Cl)N1C(=O)c2cccc(N)c2C1=O
→ 1, 0, 6, 1, -3, 14, 2, -9, -2
- CC(NC(=O)CSc1ncccn1)c1ccc2c(c1)OCO2 (stereo not drawn)
→ x, 1, 5, x, x, x, 2, -1, x
- Nc1cccc2nc3ccccc3cc12
→ -4, -5, -1, 3, -2, -8, -4, 5, 5
- O=C(NCc1ccc2c(c1)OCO2)c1ccc(Cl)c(S(=O)(=O)NCc2ccccc2)c1
→ 1, 0, 5, 1, 0, -1, -7, -9, 1
- COc1ccc(CC(=O)Nc2ccc(-c3nnc(-c4ccccc4)o3)cc2)cc1OC
→ 0, 0, 1, 13, 0, 8, 1, 1, 0
- O=C(CN(Cc1ccccc1)C(=O)c1csnn1)NCc1ccc2c(c1)OCO2
→ 0, -9, -3, -12, 0, 2, 0, -4, -1
- O=C1C2C3CCC(C3)C2C(=O)N1Cc1ccccc1 (stereo not drawn)
→ 2, 2, 3, -6, 2, 16, -5, -7, 8
- CC(=O)Nc1ccc(S(=O)(=O)N2CCN(c3nc(NC4CCCC4)c4ccccc4n3)CC2)cc1
→ -34, -6, -3, -16, -22, 15, 4, -20, -31
- CCOc1ccc(NC(=O)N2CCC(NC(=O)C(Cc3cccc(F)c3)NC(C)=O)CC2)cc1 (stereo not drawn)
→ 0, 5, 4, 0, 2, -5, -6, -3, 2
- CCOC(=O)N1CCN(C(=O)c2ccc(NS(C)(=O)=O)cc2)CC1
→ 10, 2, 4, -8, 3, -10, 13, 7, 4
- Cc1ccc(S(=O)(=O)NC(=O)NCCc2ccccc2)cc1
→ -2, 4, -1, -12, 2, -4, 5, 3, 9
- Cc1cc(C)cc(C(=O)Nc2ccc(N3CCN(S(C)(=O)=O)CC3)cc2)c1
→ -3, -2, 3, -1, 0, 4, -4, -4, -1
- COc1ccc(Cc2nnc(N/N=C/c3ccccc3O)[nH]c2=O)cc1OC
→ -1, 0, 11, -3, -3, 1, 14, 0, -4
- C(=N\c1nccs1)/c1c[nH]c2ccccc12
→ 1, -3, 7, 15, 0, 18, 25, 2, 6
- O=C(CN1CCN(CCOCCO)CC1)N1c2ccccc2Sc2ccc(Cl)cc21
→ -2, -6, 3, -28, -1, -12, 12, -4, -5
- CN(C)c1ccc(NC(=O)COC(=O)CCC(=O)c2ccc(F)cc2)cc1
→ 5, 2, 8, 5, 7, 0, 17, 0, 7

# Additional records
# Every second line gives: LYPLA2 counter, PAD4 FP inh, PAFAH1B3 inh, EBNA-1 inh, LYPLA1 counter, ZTA DNA inh, PREPL inhibitor, PAFAH2 inh, GSTO1 counter
- CCCS(=O)(=O)N1CCN=C1SCc1cccc(C)c1
→ -3, -6, 2, -8, 3, -7, 13, 3, 5
- CCN(CC)C(=O)C1CCCN(c2ccc([N+](=O)[O-])cc2)C1 (stereo not drawn)
→ 5, 5, 7, -5, 5, -3, 12, -2, 1
- CC(=O)N1N=C(C)CC1c1ccc(O)cc1 (stereo not drawn)
→ 0, 1, 11, -11, -1, -12, 1, 0, -1
- Cc1cc(-c2nnc(CCC(=O)N3CCN(Cc4cccc(F)c4)CC3)o2)c(C)o1
→ -1, 5, -3, 6, 4, 20, 11, -6, -4
- Cc1ccc(CNC(=O)CCCn2c(=O)c3ccccc3n(CC(=O)NCc3ccco3)c2=O)cc1
→ -1, -1, 6, 1, -3, -4, 2, -6, -9
- Brc1ccc(/C=N/N2CCN(C3c4ccccc4-c4ccccc43)CC2)s1
→ -3, 1, 8, 0, -4, 7, -3, -2, -16
- Cc1ccc(Nc2ncnc(N)n2)cc1C
→ 1, 2, 1, 0, 0, -5, -15, 5, 2
- Cc1nn(Cc2ccccc2)c2ncccc12
→ -2, -3, 8, -2, 0, -9, -1, 3, 4
- CN(C)CCN(C(=O)C1CCN(S(=O)(=O)c2cccs2)CC1)c1nc2ccc(F)cc2s1
→ 1, 4, 11, -2, -1, 14, -5, 2, 12
- Cn1cccc1C(=O)NC(=O)COC(=O)CNC(=O)c1ccc(Cl)cc1Cl
→ -4, -2, 11, 3, -2, 0, -4, 9, 3
- CC(=O)Nc1ccc(S(=O)(=O)NCC(=O)OCc2cc(=O)oc3ccc4ccccc4c23)cc1
→ 1, -1, 14, 35*, 0, -8, 18, 8, 2

# Two compounds from above with just LYPLA2 counter and GSTO1 counter:
smiles	LYPLA2 counter	GSTO1 counter
CN(C)CCN(C(=O)C1CCN(S(=O)(=O)c2cccs2)CC1)c1nc2ccc(F)cc2s1	1	12
Cn1cccc1C(=O)NC(=O)COC(=O)CNC(=O)c1ccc(Cl)cc1Cl	-4	3

# Entries listed so far containing fluorine:
# Every second line gives: LYPLA2 counter, PAD4 FP inh, PAFAH1B3 inh, EBNA-1 inh, LYPLA1 counter, ZTA DNA inh, PREPL inhibitor, PAFAH2 inh, GSTO1 counter
- CC1CCc2c(C(=O)Nc3ccc(OC(F)(F)F)cc3)csc2C1 (stereo not drawn)
→ -26, -6, -1, -6, -2, -2, 2, -10, -6
- Cn1ccsc1=NC(=O)c1ccc(S(=O)(=O)C(F)F)cc1
→ -2, 4, -6, -10, 0, 7, -1, -4, 6
- COC(=O)[C@]1(C)N[C@H](CN(C)S(=O)(=O)c2ccc(OC(F)(F)F)cc2)[C@@H]2C(=O)N(C)C(=O)[C@@H]21
→ x, 1, 7, x, x, x, -4, -2, x
- CN(c1ncc(C(F)(F)F)cc1Cl)N1C(=O)c2cccc(N)c2C1=O
→ 1, 0, 6, 1, -3, 14, 2, -9, -2
- CCOc1ccc(NC(=O)N2CCC(NC(=O)C(Cc3cccc(F)c3)NC(C)=O)CC2)cc1 (stereo not drawn)
→ 0, 5, 4, 0, 2, -5, -6, -3, 2
- CN(C)c1ccc(NC(=O)COC(=O)CCC(=O)c2ccc(F)cc2)cc1
→ 5, 2, 8, 5, 7, 0, 17, 0, 7
- Cc1cc(-c2nnc(CCC(=O)N3CCN(Cc4cccc(F)c4)CC3)o2)c(C)o1
→ -1, 5, -3, 6, 4, 20, 11, -6, -4
- CN(C)CCN(C(=O)C1CCN(S(=O)(=O)c2cccs2)CC1)c1nc2ccc(F)cc2s1
→ 1, 4, 11, -2, -1, 14, -5, 2, 12
